KDM5B inhibitor – KDM5B demethylase inhibition. Q9UGL1. KDM5B demethylase, FDH-coupled NADH fluorescence (FDH is formaldehyde dehydrogenase). Potency, µM (highest dose often 57.7 µM), for inactives: top-dose activity change, negative = inhibition, actives largely listed as inhibitors. hit rate 2.6% among 220,000. AID 1347165; active means well fitted inhibition curve with a large enough effect; inconclusive means small, poorly fitted or top-dose-only effect; inactive means no such curve, though single readings can be large or run the other way; further: 0% is about no effect; nearly all actives have a fitted effect of over 70% in size
Target sequence (Q9UGL1 whole entry, looked up): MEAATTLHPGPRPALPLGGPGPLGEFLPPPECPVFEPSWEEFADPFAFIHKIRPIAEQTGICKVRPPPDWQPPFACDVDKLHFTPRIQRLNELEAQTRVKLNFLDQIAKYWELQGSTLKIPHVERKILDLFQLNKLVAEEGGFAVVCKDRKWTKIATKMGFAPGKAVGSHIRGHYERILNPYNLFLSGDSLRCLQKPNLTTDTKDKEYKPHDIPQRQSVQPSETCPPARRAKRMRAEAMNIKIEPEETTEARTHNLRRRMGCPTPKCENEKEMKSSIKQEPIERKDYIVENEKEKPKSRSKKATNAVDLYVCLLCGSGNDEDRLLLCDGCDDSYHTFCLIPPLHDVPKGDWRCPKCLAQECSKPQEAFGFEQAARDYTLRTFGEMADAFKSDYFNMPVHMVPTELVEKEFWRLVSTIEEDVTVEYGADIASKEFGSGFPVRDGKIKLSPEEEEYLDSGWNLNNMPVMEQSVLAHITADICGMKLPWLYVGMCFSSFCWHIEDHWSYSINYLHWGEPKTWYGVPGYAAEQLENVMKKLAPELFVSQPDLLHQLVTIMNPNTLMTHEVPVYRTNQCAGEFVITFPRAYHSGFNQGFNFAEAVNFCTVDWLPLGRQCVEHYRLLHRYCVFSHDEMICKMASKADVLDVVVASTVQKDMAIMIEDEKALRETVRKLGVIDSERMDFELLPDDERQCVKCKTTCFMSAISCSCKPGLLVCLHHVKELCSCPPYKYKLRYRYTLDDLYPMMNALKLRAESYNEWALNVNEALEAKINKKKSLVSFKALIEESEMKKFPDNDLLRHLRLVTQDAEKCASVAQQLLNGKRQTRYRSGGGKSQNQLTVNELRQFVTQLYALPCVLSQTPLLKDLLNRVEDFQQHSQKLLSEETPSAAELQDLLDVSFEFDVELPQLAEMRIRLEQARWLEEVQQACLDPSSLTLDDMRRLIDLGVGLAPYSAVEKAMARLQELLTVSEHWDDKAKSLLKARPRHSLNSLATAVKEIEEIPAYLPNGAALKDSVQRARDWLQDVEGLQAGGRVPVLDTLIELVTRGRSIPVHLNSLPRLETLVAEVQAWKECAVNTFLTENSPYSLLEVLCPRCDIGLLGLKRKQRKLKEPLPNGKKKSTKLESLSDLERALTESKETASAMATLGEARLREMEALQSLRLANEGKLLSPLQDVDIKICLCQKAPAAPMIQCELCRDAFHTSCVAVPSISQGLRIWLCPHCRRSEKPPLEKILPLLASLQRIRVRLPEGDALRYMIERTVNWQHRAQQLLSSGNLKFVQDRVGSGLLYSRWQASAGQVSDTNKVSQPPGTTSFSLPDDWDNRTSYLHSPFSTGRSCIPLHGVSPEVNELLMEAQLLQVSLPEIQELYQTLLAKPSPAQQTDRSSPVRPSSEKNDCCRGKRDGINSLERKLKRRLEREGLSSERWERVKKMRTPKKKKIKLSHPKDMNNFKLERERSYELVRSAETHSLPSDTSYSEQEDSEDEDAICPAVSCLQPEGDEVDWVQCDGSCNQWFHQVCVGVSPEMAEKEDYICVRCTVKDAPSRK
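Inhibition is measured as reduced NADH fluorescence generation from FDH coupling to formaldehyde release. Truncated KDM5BΔAP at 200 nM final acts on H3K4me3 peptide (12.5 µM in substrate mix) in pH 7.5 HEPES buffer with Tween-20, 30 min, room temperature.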
The depositor's hits bear a star; ? = inconclusive; [ ] = another dose, or the depositor's remark. Potency means the concentration at half of the fitted maximal effect. These rows are one share of the data (hit frequency here may not be typical).

O=C(O)c1cc(I)cc(I)c1I
  KDM5B inhibitor: 20%

COc1ccc(-c2nn3c(=O)cc(CN4CCN(C(=O)COc5ccc(F)cc5)CC4)nc3s2)cc1
  KDM5B inhibitor: -10%

Cn1cc(C(=O)OCC(=O)Nc2ccccc2)c2ccccc21
  KDM5B inhibitor: 10%

CCOP(=O)(OCC)C(O)c1ccc(N(C)C)cc1 (configuration not stated)
  KDM5B inhibitor: 21%

CCOc1ccc(CN2C(=O)c3ccccc3Sc3ccc(C(=O)N4CCC5(CC4)OCCO5)cc32)cc1
  KDM5B inhibitor: ?

COCCn1c(C)cc(C(=O)NC2CCc3nnc(C)n3CC2)c1C (configuration not stated)
  KDM5B inhibitor: 15%

O=C1NC2(CCN(Cc3ccccn3)C2)OCc2ccccc21 (configuration not stated)
  KDM5B inhibitor: 40µM*

S=C1NC2(CCCCC2)NC12CCCCC2
  KDM5B inhibitor: 25%

Cc1ccc(C)c(CC(=O)N2CCN(Cc3ccccc3)CC(O)C2)c1 (configuration not stated)
  KDM5B inhibitor: ?

Cc1ccc(-c2nc(CN3C(=O)CN=C(c4ccccc4)c4cc(Cl)ccc43)c(C)o2)cc1
  KDM5B inhibitor: -8%

Brought forward from above: 2 compounds, then new ones.
Cc1ccc(C)c(CC(=O)N2CCN(Cc3ccccc3)CC(O)C2)c1 (configuration not stated)
  KDM5B inhibitor: ?

Cc1ccc(-c2nc(CN3C(=O)CN=C(c4ccccc4)c4cc(Cl)ccc43)c(C)o2)cc1
  KDM5B inhibitor: -8%

FC(F)(F)CN1C2CCC1CN(c1cccc(Cl)n1)C2
  KDM5B inhibitor: 5%[149 µM]

COc1ccc(-c2cc([C@H]3CN4CC[C@H]3C[C@@H]4CNC(=O)NC(C)C)nc(C)n2)cc1OC
  KDM5B inhibitor: 32µM*

CN(C)c1ccc(/C=C2/C(=N\O)C3CCN2CC3)cc1
  KDM5B inhibitor: ?

CCC1(N2CCN(C(=O)COc3cccc(Cl)c3)CC2)CCN(C(=O)NC)C1 (configuration not stated)
  KDM5B inhibitor: -24%

NC(=O)CN1C(=O)CO[C@H]2CN(Cc3ccccn3)C[C@H]21
  KDM5B inhibitor: -27%[115 µM]

CS(=O)(=O)NNP(=O)(NNS(C)(=O)=O)NC(=O)c1ccc(Br)cc1
  KDM5B inhibitor: -16%

COc1ccc(C2(C(=O)N3CCC4(CC3)c3nccn3-c3ccccc3CN4C)CC2)cc1
  KDM5B inhibitor: 5%

CCSc1nnc([C@@H](N)Cc2c[nH]c3ccccc23)o1
  KDM5B inhibitor: -9%

CCn1cc(C(=O)NC2CCC(C)CC2)c2ccccc21 (configuration not stated)
  KDM5B inhibitor: 7%

COCC(=O)NC[C@H]1C[C@@H]2CCN1C[C@@H]2CN1CCCC1
  KDM5B inhibitor: -6%[86.2 µM]

Cc1[nH]nc2c1C(c1ccccc1)SCC(=O)N2 (configuration not stated)
  KDM5B inhibitor: -27%

COc1cc(C)cc2oc(=O)c(CC(=O)N3CCN(CCc4ccccn4)CC3)c(C)c12
  KDM5B inhibitor: ?

CC(C)NC(=O)NC[C@H]1C[C@@H]2CCN1C[C@@H]2c1cc(-c2cccs2)nn1C
  KDM5B inhibitor: 6%[86.2 µM]

N#CC1=C(N)Oc2nc(SCc3ccccc3Cl)nc(N)c2C1c1ccc(F)cc1 (configuration not stated)
  KDM5B inhibitor: -17%

O=C(NCCN1CCOCC1)c1ccc(Cl)nc1
  KDM5B inhibitor: -1%

Cc1ccc(S(=O)(=O)NC[C@H]2C[C@@H]3CCN2C[C@@H]3CN2CCN(c3ncccn3)CC2)cc1
  KDM5B inhibitor: -10%

Cc1ccccc1-n1c(CNc2ccccc2)nc2ccccc2c1=O
  KDM5B inhibitor: -4%

O=c1ccc(-c2ccccc2F)c2n1C[C@H]1C[C@@H]2CN(Cc2ccc(CO)o2)C1
  KDM5B inhibitor: ?

CC1c2cccn2-c2ccccc2CN1C(=O)Nc1ccc(F)cc1F (configuration not stated)
  KDM5B inhibitor: -19%

C=C[C@H]1CN2CC[C@H]1C[C@@H]2CNCc1ccc(OC)cc1
  KDM5B inhibitor: ?

25 entries from above, tab-delimited:
mol	KDM5B inhibitor
COCCn1c(C)cc(C(=O)NC2CCc3nnc(C)n3CC2)c1C (configuration not stated)	15%
O=C1NC2(CCN(Cc3ccccn3)C2)OCc2ccccc21 (configuration not stated)	40µM*
S=C1NC2(CCCCC2)NC12CCCCC2	25%
Cc1ccc(C)c(CC(=O)N2CCN(Cc3ccccc3)CC(O)C2)c1 (configuration not stated)	?
Cc1ccc(-c2nc(CN3C(=O)CN=C(c4ccccc4)c4cc(Cl)ccc43)c(C)o2)cc1	-8%
FC(F)(F)CN1C2CCC1CN(c1cccc(Cl)n1)C2	5%[149 µM]
COc1ccc(-c2cc([C@H]3CN4CC[C@H]3C[C@@H]4CNC(=O)NC(C)C)nc(C)n2)cc1OC	32µM*
CN(C)c1ccc(/C=C2/C(=N\O)C3CCN2CC3)cc1	?
CCC1(N2CCN(C(=O)COc3cccc(Cl)c3)CC2)CCN(C(=O)NC)C1 (configuration not stated)	-24%
NC(=O)CN1C(=O)CO[C@H]2CN(Cc3ccccn3)C[C@H]21	-27%[115 µM]
CS(=O)(=O)NNP(=O)(NNS(C)(=O)=O)NC(=O)c1ccc(Br)cc1	-16%
COc1ccc(C2(C(=O)N3CCC4(CC3)c3nccn3-c3ccccc3CN4C)CC2)cc1	5%
CCSc1nnc([C@@H](N)Cc2c[nH]c3ccccc23)o1	-9%
CCn1cc(C(=O)NC2CCC(C)CC2)c2ccccc21 (configuration not stated)	7%
COCC(=O)NC[C@H]1C[C@@H]2CCN1C[C@@H]2CN1CCCC1	-6%[86.2 µM]
Cc1[nH]nc2c1C(c1ccccc1)SCC(=O)N2 (configuration not stated)	-27%
COc1cc(C)cc2oc(=O)c(CC(=O)N3CCN(CCc4ccccn4)CC3)c(C)c12	?
CC(C)NC(=O)NC[C@H]1C[C@@H]2CCN1C[C@@H]2c1cc(-c2cccs2)nn1C	6%[86.2 µM]
N#CC1=C(N)Oc2nc(SCc3ccccc3Cl)nc(N)c2C1c1ccc(F)cc1 (configuration not stated)	-17%
O=C(NCCN1CCOCC1)c1ccc(Cl)nc1	-1%
Cc1ccc(S(=O)(=O)NC[C@H]2C[C@@H]3CCN2C[C@@H]3CN2CCN(c3ncccn3)CC2)cc1	-10%
Cc1ccccc1-n1c(CNc2ccccc2)nc2ccccc2c1=O	-4%
O=c1ccc(-c2ccccc2F)c2n1C[C@H]1C[C@@H]2CN(Cc2ccc(CO)o2)C1	?
CC1c2cccn2-c2ccccc2CN1C(=O)Nc1ccc(F)cc1F (configuration not stated)	-19%
C=C[C@H]1CN2CC[C@H]1C[C@@H]2CNCc1ccc(OC)cc1	?

Other records follow.
O=C1NCCCCCCN[C@H]2CCC[C@@H]12
  KDM5B inhibitor: 0%

CN(C)c1ccc(C(=O)NC[C@H]2C[C@@H]3CCN2C[C@@H]3CN2CCN(c3ccc(F)cc3)CC2)cc1
  KDM5B inhibitor: -10%

COCCC(=O)N1[C@H]2CC[C@@H]1c1cnc(-c3ccccc3)nc1C2
  KDM5B inhibitor: 12%

O=c1ccc(-c2ccc(Cl)cc2)c2n1C[C@H]1C[C@@H]2CN(S(=O)(=O)c2cccs2)C1
  KDM5B inhibitor: -33%

CC(=NCCc1ccccc1)c1c(O)n(C)c(=O)n(C)c1=O
  KDM5B inhibitor: 14%

COc1ccc2[nH]cc(CCNCc3ccc(OC)c(OC)c3)c2c1
  KDM5B inhibitor: 13%

CN(C)CCCN1CCC(=O)C2CCCCC21 (configuration not stated)
  KDM5B inhibitor: -4%

O=C(OC1CCOC1=O)c1cccs1 (configuration not stated)
  KDM5B inhibitor: -11%

CC(=O)c1ccc(NC(=O)NC[C@H]2C[C@@H]3CCN2C[C@@H]3CN2CCC(C)CC2)cc1
  KDM5B inhibitor: 22%[86.2 µM]

Cn1cc(C(=O)NCC(=O)NC(C)(C)C)c2ccccc21
  KDM5B inhibitor: 4%

O=C(CCc1nc2ccccc2[nH]1)N1[C@H]2CC[C@@H]1c1cnc(-c3ccc(F)cc3)nc1C2
  KDM5B inhibitor: -1%

Fc1ccccc1C1NCc2ccccc2-n2cccc21 (configuration not stated)
  KDM5B inhibitor: 11%

Cc1[nH]c2ccc(C34CC5CC(CC(C5)C3)C4)cc2c1CCN
  KDM5B inhibitor: -19%

CN1CCC(C(=O)N2C3CCC2CN(Cc2cccnc2)C3)CC1
  KDM5B inhibitor: 13%[149 µM]

CC(C)N1CC2CCC(C1)N2Cc1cccs1
  KDM5B inhibitor: 12%[149 µM]

O=C(c1ccncc1)N1C[C@@H]2C[C@H](C1)c1ccc(-c3cccc(C(F)(F)F)c3)c(=O)n1C2
  KDM5B inhibitor: 28µM*

COCCO[C@H]1COCCN(C2CCOCC2)C1
  KDM5B inhibitor: -12%[115 µM]

Oc1cc2c(cc1CN1CCN(c3ccccc3F)CC1)OCO2
  KDM5B inhibitor: 12%

CC(C)CCNC(=O)CN1C(=O)CN=C(c2ccccc2)c2ccccc21
  KDM5B inhibitor: 32%

O=C(NC[C@H]1C[C@@H]2CCN1C[C@@H]2CN1CCOCC1)Nc1ccsc1
  KDM5B inhibitor: -15%[86.2 µM]

Cc1ncc2c(n1)C[C@@H]1CC[C@H]2N1C(=O)CC1CCCC1
  KDM5B inhibitor: -11%

O=C1CO[C@H]2CN(Cc3cccnc3)C[C@H]2N1
  KDM5B inhibitor: 4%[115 µM]

O=c1c2ccccc2nc(/C=C\c2ccccc2F)n1-c1ccc(O)cc1
  KDM5B inhibitor: -9%

CCOC(=O)c1c(C)n(Cc2ccccc2Cl)c2ccc(O)cc12
  KDM5B inhibitor: -12%

CN1Cc2ccccc2-n2ccnc2C12CCN(C(=O)c1cccc(Cl)c1)CC2
  KDM5B inhibitor: -3%

CCOP(=O)(NC(C)C)Oc1ccc(SC)c(C)c1 (configuration not stated)
  KDM5B inhibitor: -5%

CC(Cc1ccccc1)NCCC(=O)NC(C)Cc1ccccc1 (configuration not stated)
  KDM5B inhibitor: -1%

C=C[C@H]1CN2CC[C@H]1C[C@@H]2CNCc1cccc(C#N)c1
  KDM5B inhibitor: 49%[activator][115 µM]

O=C(Nc1ccccc1)c1cn(Cc2ccccc2)nn1
  KDM5B inhibitor: 3%

O=C1C2CCN(CC2)C12CC2c1ccc(C(F)(F)F)cc1 (configuration not stated)
  KDM5B inhibitor: -29%

CCOc1ccc(CN(CCc2ccc3c(c2)OCO3)Cc2ccc(C)cc2)cc1
  KDM5B inhibitor: ?

ON1C2CCCCC2N(O)C1c1ccco1 (configuration not stated)
  KDM5B inhibitor: -14%

Cn1cc(CN[C@@H]2C[C@H](CO)[C@@H](O)[C@H]2O)c2ccccc21
  KDM5B inhibitor: ?

COCCC(=O)N1CCC2(CC1)C(=O)Nc1cc(OCc3ccccc3)c(OC)cc12
  KDM5B inhibitor: -7%[86.2 µM]

CCOc1cc2c(cc1OCC)-n1cccc1C(c1ccc(F)c(OC)c1)NC2 (configuration not stated)
  KDM5B inhibitor: -21%

O=C(c1cocn1)N1C[C@H](c2cccc(F)c2F)[C@@H]2[C@H]1C1CCN2CC1
  KDM5B inhibitor: -9%

COCCCNC(=O)c1c(N)n(Cc2ccco2)c2nc3ccccc3nc12
  KDM5B inhibitor: ?

O=C(O)c1cn(Cc2ccc(F)cc2Cl)nn1
  KDM5B inhibitor: -9%

CC(C)CCN1CCN2C(=O)NC[C@H]2C1
  KDM5B inhibitor: -8%[149 µM]

Cn1cc([N+](=O)[O-])c(C(=O)Nc2ccc3c(C(F)(F)F)cc(=O)oc3c2)n1
  KDM5B inhibitor: ?

CCCc1c(C)nc(N2CCN(CC)CC2)[nH]c1=O
  KDM5B inhibitor: 11%

CCn1cc(S(=O)(=O)N2[C@H]3CC[C@@H]2c2cnc(-c4ccccc4)nc2C3)cn1
  KDM5B inhibitor: 0%

COc1cc2c(cc1OC1CCCC1)NC(=O)C21CCN(c2nc(C)cc(C)n2)CC1
  KDM5B inhibitor: ?

CC[C@H]1CN2CC[C@H]1C[C@@H]2CNC(=O)CC(C)(C)CC(=O)O
  KDM5B inhibitor: 18%[86.2 µM]

N#Cc1ccc(NC(=O)Cc2ccc3c(c2)CCC3)cc1Cl
  KDM5B inhibitor: -3%

C=Cc1ccc(Cn2c(C)c(CNCCc3cc(OC)ccc3OC)c(C(=O)O)c2C)cc1
  KDM5B inhibitor: 12%

COc1ccc(Cc2cn(C)c(N)n2)cc1
  KDM5B inhibitor: ?

Cc1nn(C)cc1C1SCC(=O)Nc2c1c(C)nn2-c1ccccc1 (configuration not stated)
  KDM5B inhibitor: -14%

Source: PubChem (National Center for Advancing Translational Sciences (NCATS))
